Source: PubChem
CendR NRP1 mod: modulators of CendR peptide binding to NRP-1, primary screen, biochemical, fluorescence polarization, uHTS. Neuropilin-1 (Homo sapiens), O14786. FAM-RPARPAR peptide binding to NRP-1. inhibition, % at 25 µM. 360,000 compounds, 0.85% hits. AID 602438, 2012;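 active = inhibition or corrected inhibition above about 18%, plus a signal ratio from 0.5 to 1.5, limit read from the data, passing the limit was not always enough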; also: strong numbers were not always called active
PABP1 MLLE inh: inhibitors of PABP1 MLLE–PAM2 peptide binding, primary screen, biochemical, fluorescence polarization, FITC-PAM2, GST-MLLE. 360,000 compounds, 0.36% hits. inhibition, % at 20 µM. Polyadenylate-binding protein 1 (Homo sapiens), P11940; in the data active = inhibition above about 35%, passing the limit was not always enough;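 also: plate controls were DMSO wells with GST-MLLE for no effect and wells lacking GST-MLLE protein for full effect; some results filed as inactive read as strong as hits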
Target sequence (P11940 whole entry, looked up): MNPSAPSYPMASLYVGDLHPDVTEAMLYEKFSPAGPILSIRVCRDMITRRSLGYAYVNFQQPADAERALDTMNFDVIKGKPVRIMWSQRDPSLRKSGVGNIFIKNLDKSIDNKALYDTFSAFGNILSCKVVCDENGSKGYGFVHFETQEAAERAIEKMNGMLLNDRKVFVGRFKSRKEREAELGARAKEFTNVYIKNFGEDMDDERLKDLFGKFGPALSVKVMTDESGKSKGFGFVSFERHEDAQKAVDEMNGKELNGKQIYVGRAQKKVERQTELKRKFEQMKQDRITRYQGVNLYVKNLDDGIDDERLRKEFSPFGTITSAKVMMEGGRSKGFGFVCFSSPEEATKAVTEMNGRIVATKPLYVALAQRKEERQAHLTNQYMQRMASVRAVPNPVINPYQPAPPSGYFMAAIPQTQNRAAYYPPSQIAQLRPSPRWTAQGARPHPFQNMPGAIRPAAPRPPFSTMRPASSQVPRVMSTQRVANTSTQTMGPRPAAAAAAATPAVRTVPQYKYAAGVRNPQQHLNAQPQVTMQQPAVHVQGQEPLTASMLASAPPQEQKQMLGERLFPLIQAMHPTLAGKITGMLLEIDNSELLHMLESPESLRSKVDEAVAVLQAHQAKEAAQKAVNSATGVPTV
eLon inh: inhibitors of E. coli Lon protease, primary screen, biochemical, fluorescence polarization; P0A9M0; purified E. coli Lon protease; inhibition, % at 7.94 µM; 360,000 compounds, 0.42% hits; AID 602123, 2011; in the data active = inhibition above about 13%, passing the limit was not always enough;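 also: 0% = enzyme with probe and DMSO and 100% = no enzyme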
Rin1-Abl PPI inh: inhibitors of Rin1-Abl protein binding, primary screen, biochemical, TR-FRET; Tyrosine-protein kinase ABL1 (Homo sapiens) + Ras and Rab interactor 1 (Homo sapiens), …; inhibition, % at 7.35 µM; 360,000 compounds, 0.4% hits; in the data active = inhibition above about 5%, passing the limit was not always enough
Neddylation inh: inhibitors of cullin neddylation, primary screen, biochemical, TR-FRET, uHTS, NAE and Ubc12. NEDD8-conjugating enzyme Ubc12 (Homo sapiens) + NEDD8-activating enzyme E1 regulatory …. calls only at 25 µM. 360,000 compounds, 0.58% hits. AID 651699, 2012; in the data active = inhibition above about 36%
MsrA act: bovine MsrA enzyme activators, primary screen, biochemical, absorbance, HTS | purified bovine MsrA, absorbance read-out | AID 602163, 2012 | activation, % at 10.6 µM | 360,000 compounds, 0.3% hits; in the data active = activation above about 7.5%;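 also: 0% = vehicle and 100% = reference activator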
MT1-MMP act inh: blockers of MT1-MMP proenzyme processing, primary screen, HT1080 RFP-PRO-GFP cells, GFP/RFP fluorescence; 360,000 compounds, 0.061% hits; AID 651647, 2012; GFP/RFP ratio change, % at 20 µM; GFP/RFP ratio fluorescence, overnight; percent of plate control window, DMSO zero; Matrix metalloproteinase-14 (Homo sapiens), P50281;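 active = GFP/RFP ratio change of at least 30% with cell ATP level not reduced by more than half and red fluorescence within 50% of control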; also: strong numbers were not always called active
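Assay system: HT1080 RFP-PRO-GFP cells. Benchmarks: DMSO vehicle wells and RFP-L50D-GFP reporter cell wells. Times: overnight cell settling, then overnight compound exposure, 37 °C, 5% CO2. Compound: 20 µM single dose, 1% DMSO. Read-out basis: GFP/RFP fluorescence ratio.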
FAS TE block: FAS thioesterase domain inhibitors, primary screen, biochemical, fluorescence intensity, uHTS; Fatty acid synthase (Homo sapiens), P49327; recombinant FAS-TE, OMFH fluorogenic substrate, fluorescence endpoint; inhibition, % at 15 µM; 360,000 compounds, 0.67% hits;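 active = compounds whose normalised, plate-corrected inhibition of enzyme fluorescence in the single-dose primary screen is 50% or more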;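 also: 0% = DMSO with enzyme and 100% = substrate without enzyme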
SKN-1 block: suppressors of acrylamide-induced Pgst-4::GFP reporter in worms, primary screen, SKN-1 inhibitor project, whole organism, uHTS, GFP/RFP fluorescence ratio, strain VP596; C. elegans VP596 Pgst-4::GFP/RFP ratio, 24 h; inhibition, % at 21.8 µM; 360,000 compounds, 0.49% hits;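 active = interference check ratio from 0.5 to 1.5 plus GFP to RFP signal ratio inhibition reaching or exceeding a fixed threshold, cut at about 30% in these data, passing the limit was not always enough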; also: some compounds called inactive have numbers as strong as hits
Active calls of the source: *; i = inactive; . = no result given.

Compound	Rin1-Abl PPI inh	CendR NRP1 mod	eLon inh	PABP1 MLLE inh	FAS TE block	SKN-1 block	MsrA act	MT1-MMP act inh	Neddylation inh
CCOC(=O)Cc1csc(NC(=O)CN2CCOCC2)n1	0	3	6	-3	-4	-19	-7	8	i
CCN(CC(=O)Nc1ccc2c(c1)OCCO2)C(=O)COc1cc(C)ccc1Cl	-2	-3	-12	3	12	-2	-1	-5	i
COc1cc(Cl)c(C)cc1NC(=O)CSc1nnc(CCC(=O)O)c(=O)[nH]1	2	3	-7	5	-6	8	4	2	i
Cc1ccc(C(=O)C=CNNC(=O)c2ccccc2)cc1	-1	-13	5	5	3	-2	-3	-1	i
Cc1ccc(C(=O)OCC(=O)Nc2cccc(Br)c2)s1	-3	-3	3	9	-1	10	-1	-2	i
COc1ccc(C2C(C(=O)NCc3ccco3)c3ccccc3C(=O)N2C)cc1 (configuration not stated)	0	1	-5	2	-6	13	-8	-2	i
Cc1ccc(Cl)cc1N1CCN(Cc2nc3c(c(=O)[nH]c(=O)n3C)n2Cc2ccccc2F)CC1	-1	-8	-2	9	39	2	-1	-29	i
c1cc(-c2cnc3cccnn23)c2cccnc2c1	-4	18	7	-1	-7	-3	-13	-19	.
O=C(Nc1ccc2c(c1)OCCO2)C1CCCN(S(=O)(=O)Cc2ccccc2)C1 (configuration not stated)	-1	13	3	0	-3	7	1	-1	i
CC(=O)N/C(=C\c1ccc(Cl)cc1)C(=O)O	5	1	4	-6	-4	-9	-9	3	i
CCCC(=O)N1CC(=O)Nc2ccc(C)cc2C1c1ccc(F)cc1 (configuration not stated)	-1	-7	5	-3	-1	9	-2	-1	i
Cc1cc(C(=O)Nc2ccc(N3CCOCC3)c(Cl)c2)c(C)o1	-4	-8	6	-1	-7	-3	-3	2	i
C/C(=N/NC(=O)CNS(=O)(=O)c1ccc(C)cc1)c1cccc([N+](=O)[O-])c1	-1	14	0	-6	5	10	-1	-1	i
COc1ccc(C2=CC(=O)C[C@H](c3ccc4c(c3)OCO4)C2)cc1	1	-1	-4	-3	27	5	-4	6	i
CCc1cc(=O)oc2cc(C)cc(OC(C)C(=O)NCCCN3CCOCC3)c12 (configuration not stated)	2	1	-5	6	-4	-1	-6	0	.
CCOc1ccccc1-n1c(SCC(=O)NC(C)CC)nnc1-c1ccoc1C (configuration not stated)	2	-1	-1	-10	-10	0	-6	1	i
CCOC(=O)N1CCN(C(=O)CN(C)S(=O)(=O)c2ccc(OCC)cc2)CC1	-2	7	5	-10	-8	-10	-7	5	i
Fc1ccc(-n2c(-c3ccc4ccccc4n3)n[nH]c2=S)cc1Cl	0	8	6	-43	5	-14	-3	3	i
CC(=O)Nc1ccc(S(=O)(=O)NCCC(=O)N2CCCCC2)cc1	2	9	-6	12	0	7	4	-1	i
COC(=O)c1ccc(C2/C(=C(/O)c3ccc(OC)cc3)C(=O)C(=O)N2c2cc(C)on2)cc1 (configuration not stated)	-3	14	1	17	3	13	-5	-9	i
CC(C)(C)NC(=O)C(OC(=O)c1ccco1)c1ccccc1F (configuration not stated)	-5	4	3	-7	-6	3	-4	2	i
Cc1nnc(-c2ccco2)c2cn(-c3cccc(Br)c3)nc12	-1	-74	-14	-68	-2	15	-5	-1	i
O=C(COc1ccc(S(=O)(=O)N2CCOCC2)cc1)NCCc1ccc(Cl)cc1	-3	2	-4	-14	2	-5	-1	3	i
CC(=O)Nc1ccc(S[C@@H](CCN2CC[C@H](C(C)(C)C)CCC2=O)c2ccccc2)cc1	3	-8	5	22	14	2	0	3	i
CC(C(=O)N1CCCCC1)N(C)CC(=O)Nc1ccc(F)c(F)c1F (configuration not stated)	-2	0	-16	-1	-6	1	0	2	i
O=C(COC(=O)C1CC1)Nc1ccc(N=Nc2ccccc2)cc1	0	3	-16	1	9	-15	-13	-4	i
O=C(C[C@H]1CC[C@@H]2[C@H](COC[C@@H](O)CN2Cc2cccc(F)c2)O1)NCC1CCCCC1	.	4	.	.	.	3	.	2	i
O=C(COC(=O)c1ccc([N+](=O)[O-])s1)Nc1ccc(F)cc1	2	-20	-1	6	8	7	20*	-5	i
CC1=C(C(=O)OCCCCCl)C(c2cc3c(cc2Br)OCO3)NC(=O)N1 (configuration not stated)	-4	12	-12	-10	0	-12	-1	0	i
O=C(O)CC(NNC(=O)c1ccccc1)C(=O)Nc1cccc([N+](=O)[O-])c1 (configuration not stated)	-1	-2	16*	7	2	11	-3	3	i
COc1ccccc1NC(=O)CSc1nc2n[nH]c(C)c2c(=N)n1-c1ccccc1Cl	0	0	0	10	12	8	-5	-6	i
COc1cccc(NC(=O)CN(C)C(=O)c2cc(-c3ccccc3)nc3ccccc23)c1	1	3	9	-8	9	7	-4	4	i
CC(=O)Nc1ccc(S(=O)(=O)NC(C)C(=O)NCC(c2ccco2)N(C)C)cc1 (configuration not stated)	0	27*	-13	30	-8	12	-4	0	i
Cc1ccccc1OCC(=O)NNC(=O)CCN1C(=O)c2ccccc2C1=O	1	9	2	15	-5	12	-2	2	i
COc1ccccc1CN1CCCC(N2CCN(c3ccc(F)cc3)CC2)C1 (configuration not stated)	-1	-11	-2	10	-5	-7	0	-1	i
COc1c(C)cc(C(=O)C2CCCN(C(=O)c3cccc(F)c3)C2)cc1C (configuration not stated)	-2	10	4	16	-5	4	-1	-3	i
CCOC(=O)c1ccc(NC(=O)c2c(N)n(C)c(=O)n(C)c2=O)cc1	3	7	10	-18	-10	-2	-5	0	i
O=C(Nc1ccc(NC(=O)c2ccc([N+](=O)[O-])o2)cc1Cl)c1ccco1	1	-4	-1	6	-2	-2	1	1	i
Clc1ccc(/C=C/c2nc3ccccc3[nH]2)c(Cl)c1	-1	-10	4	0	12	-13	-6	6	.
COc1ccc(/C(C)=N/NC(=O)C(NC(=O)c2ccccc2)c2n[nH]c(=O)c3ccccc23)c(OC)c1 (configuration not stated)	0	13	-1	-3	-2	1	1	2	i
Cc1ccc(CN(C)C(=O)c2cccc(S(=O)(=O)N3CCCC3)c2)cc1	2	-4	2	-3	0	5	-4	-3	i
COc1cc(N)c(Cl)cc1C(=O)OCC(=O)NCc1cccs1	3	-11	-6	-4	3	-22	-4	3	i
O=C(NNc1nc(-c2ccc(F)cc2)cs1)c1ccccc1	-5	-9	4	23	1	-2	-2	12	i
Fc1ccc(CSc2ncnc3nc[nH]c23)cc1	2	-7	-5	-4	-6	-1	2	-5	i
CCc1nc(SCC(=O)Nc2nnc(CC(C)C)s2)n[nH]1	1	14	-7	-11	-9	1	-5	3	i
O=C(NN1C(=O)NC2(CCCCC2)C1=O)c1cc(F)cc(F)c1	0	12	2	19	-6	-4	-3	-1	i
COc1ccccc1NS(=O)(=O)c1cc(NC(=O)CNC(=O)c2ccc(C)s2)ccc1Cl	2	6	6	4	10	20	-2	5	i
CCOC(=O)C1CCN(CC(=O)Nc2c(C(=O)OC)[nH]c3ccc(Cl)cc23)CC1	0	-5	9	-9	23	-13	-4	5	i
Cc1ccc(S(=O)(=O)N2CCCCC2)cc1NC(=O)COC(=O)c1cccc(O)c1	-3	1	-3	-3	0	-17	2	0	i
CCCOc1ccc(F)cc1-c1cc(C(=O)Nc2ccc(OC)cc2OC)[nH]n1	-4	1	-14	-10	21	2	-2	-6	i

Continuation.
Compound	Rin1-Abl PPI inh	CendR NRP1 mod	eLon inh	PABP1 MLLE inh	FAS TE block	SKN-1 block	MsrA act	MT1-MMP act inh	Neddylation inh
Cc1ccc(N/C=C2\CCCCC2=O)c(C)c1	2	-9	-4	-18	-2	-1	-4	-6	i
Cn1cc(CNC(=O)C2CCC(=O)N(Cc3cccc(C(F)(F)F)c3)C2)cn1 (configuration not stated)	4	12	-2	0	-3	9	-4	-1	i
CCCCc1cc(=O)oc2cc(OCC(=O)Nc3ccccn3)ccc12	0	10	0	-4	3	6	1	4	i
Cc1c(NC(=O)c2ccc(C(=O)Nc3c(C)n(C)n(-c4ccccc4)c3=O)cc2)c(=O)n(-c2ccccc2)n1C	-3	5	-1	-2	-1	16	-9	-2	i
Cn1nc(-c2ccccc2)c(CSc2ccccc2)c1Cl	-2	8	-4	17	23	16	-5	8	i
Clc1ccc(Cc2nn3c(Cn4nnc5ccccc54)nnc3s2)cc1	3	-1	0	17	4	13	1	1	i
COc1ccc(CNC(=O)C2CC(=O)N(C3CCCC3)C2)cc1 (configuration not stated)	1	-2	-1	-10	-6	1	-1	-4	i
O=C(CN(C(=O)CNC(=O)c1ccco1)c1cccc(F)c1)NC1CCCCC1	0	-6	14	-1	-2	10	-7	1	i
Cc1cc(C(=O)NP(=O)(N2CCOCC2)N2CCOCC2)c(C)n1-c1ccc(Br)cc1	-2	-5	0	4	12	12	-5	-5	i
O=C(CC1C(=O)NCCN1Cc1ccc(Cl)c(F)c1)NCC1CCOCC1 (configuration not stated)	-1	-11	-1	16	0	8	-3	3	i
CC(C)CCNC(=O)CCC(=O)NNc1nc2ccccc2c2nc(-c3ccccc3)nn12	-1	-3	-7	2	0	-8	-4	4	i
NNC(=O)Nc1cccc(C(F)(F)F)c1	4	6	7	-9	-2	-3	-11	-1	i
CC(=O)Oc1ccc(Nc2ccccc2)cc1	1	-4	-4	-7	-2	8	-3	-8	i
Cc1cc(Cl)ccc1N(CC(=O)N=Nc1c(O)[nH]c2ccccc12)S(C)(=O)=O	-2	-1	-8	-4	10	-19	-7	6	i
COc1ccccc1OCC(=O)N/N=C1\CCCCc2ccccc21	1	4	2	8	-1	8	-3	1	i
Cc1c(Cl)cccc1S(=O)(=O)Nc1ccnn1C	0	2	1	3	-5	6	-1	1	i
COc1cccc(N(C(=O)c2snc(C(N)=O)c2N)C(C(=O)NCC2CCCO2)c2c[nH]c3ccccc23)c1 (configuration not stated)	2	6	5	-10	1	1	-6	-2	i
O=C(O)CCCc1nc(-c2ccccc2)no1	-2	1	7	-3	-7	-4	-13	-1	i
O=C(NCC(=O)N(CC1CCCO1)C(C(=O)NC1CCCC1)c1cccnc1)c1ccco1 (configuration not stated)	3	-5	1	12	-2	26	-2	0	i
COc1ccc(CCN(C)C(=O)c2cc(-c3ccc(C)cc3)nc3ccccc23)cc1OC	2	0	9	-3	8	-9	-12	-4	i
Cc1ccc(-c2nc3cccnc3s2)cc1NS(C)(=O)=O	-6	-5	-9	5	-4	-14	-6	-5	i
C#CCOCCOCCOCCNc1nc(N2CCOCC2)nc(N2CCN(C(=O)[C@H](C)n3cc(CCCN=C(N)N)nn3)CC2)n1	7	3	-3	-11	-6	6	-4	-1	i
COc1ccc(C2CC(c3ccc(Cl)cc3Cl)Nc3nc(N)nn32)cc1 (configuration not stated)	3	2	1	2	-4	4	-1	-1	i
